From PubChem BioAssay
ERK EGF block = inhibitors of EGF-stimulated ERK signaling pathway | HEK293-V1b, EGF-stimulated phospho-ERK AlphaScreen | Potency, µM (titrated, usually from 11.5 µM), inactives show at the top dose activity change, negative = inhibition, hits mostly inhibitors | actives 0.41% (n = 130,000) | AID 1454; active = well fitted inhibition curve with a large enough effect; inconclusive = small, poorly fitted or top-dose-only effect, or effect the other way;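 also: plate controls were stimulated vehicle wells for no effect and unstimulated vehicle basal for full effect; nearly all actives have a fitted effect of over 55% in size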
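HEK293 cells stably expressing V1b receptor, serum-reduced (1% FBS) overnight, pretreated 30 min with compound, then stimulated 5 min with 25 nM EGF; phospho-ERK detected by AlphaScreen SureFire. AC50 from Hill fits, normalized to DMSO and EGF.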
Starred values were filed as active, the others as inactive; ? = inconclusive; & = joins results of further samples; [ ] = dose if it differs, or a comment. Potency is read from the fitted curve at half-maximal effect. A portion of the library; rates above refer to the full screens.

SMILES | ERK EGF block
O=C(Nc1cccc(S(=O)(=O)C(F)F)c1)c1ccc(S(=O)(=O)N2CCCCC2)cc1 | 2.4%
COc1cc(S(=O)(=O)N2CCN(Cc3ccc4c(c3)OCO4)CC2)c(C)cc1C | -6.0%
COc1ccc(C(=O)C2CCCN(C(=O)COc3ccc(C(C)=O)cc3)C2)cc1F (stereo not drawn) | -5.5%
CC1CCN(c2c(NCC3CCC(C(=O)NCCC4=CCCCC4)CC3)c(=O)c2=O)CC1 (stereo not drawn) | -9.5%[57.5 µM]
Cc1ccc(NC(=S)N(CCN(C)C)Cc2cccs2)cc1C | 2.0%
CCOc1ccc2nc(COC(=O)c3cccs3)c(C(=O)c3ccccc3)[n+]([O-])c2c1 | 4.6%
Cc1ccc(F)cc1NC(=O)CN1CCN(c2ccccn2)CC1 | -2.9%
O=C1CCN(CCc2ccccc2)CCN1CCSc1ccc(Br)cc1 | 4.7%[57.5 µM]
O=C(Nc1ccccc1)Nc1nc(-c2ccc(F)cc2)cs1 | -12.2%
O=C(c1cc(COc2c(F)cccc2F)on1)N1CCC(c2ccncc2)CC1 | -10.3%
C=CCN1C(=O)/C(=c2\sc3nc(=O)c(Cc4ccc(OC)c(OC)c4)nn3c2=O)c2ccccc21 | -5.6%[57.5 µM]
Nc1ccn(C2OC(CO)C(O)C2O)c(=O)n1 (stereo not drawn) | 22.3%&-2.9%
CCc1ccc(CNCc2ccc(OCC(O)CN(C)Cc3ccccc3)cc2)nc1 (stereo not drawn) | 0.2%
COc1ccc(/C=N/O)cc1COc1ccc(NC(C)=O)cc1 | 3.7%
CCOC(=O)N1CCc2c(sc3[nH]c(=S)[nH]c(=S)c23)C1 | -5.1%[57.5 µM]
Cc1[nH]c2ccccc2c1SCC(=O)N1CCC(C)CC1 | -7.8%
C/C(CCc1ccco1)=N\NC(=O)CNc1c(Br)cc(Br)cc1Br | 7.2%
Cc1cc(=O)oc2cc(OCC(=O)N3CCOCC3)ccc12 | 7.2%
O=C1CC(N2CCCCC2)C(=O)N1c1ccccc1 (stereo not drawn) | 2.9%
Cc1ccc2[nH]c(O)c(N=NC(N)=S)c2c1 | -3.8%[57.5 µM]
Cc1ccc(/C=[N+](\[O-])c2ccc(N(C)C)cc2)c2nsnc12 | -0.8%
O=C(CNC(=O)c1cc(=O)[nH]c2ccccc12)Nc1ccc(F)c(F)c1 | -4.5%
CCN(CC)S(=O)(=O)c1ccc(NC(=O)c2cc(=O)[nH]c3ccccc23)cc1 | -2.6%
COc1cccc(NC(=S)N2CCN(C(c3ccccc3)c3ccccc3)CC2)c1 | -0.4%
c1ccc(CCn2c(SCc3ccccc3)nnc2-c2ccncc2)cc1 | -1.8%

Rewritten as tab-separated lines: part of the list above
Structure	ERK EGF block
CCN(CC)S(=O)(=O)c1ccc(NC(=O)c2cc(=O)[nH]c3ccccc23)cc1	-2.6%
COc1cccc(NC(=S)N2CCN(C(c3ccccc3)c3ccccc3)CC2)c1	-0.4%
c1ccc(CCn2c(SCc3ccccc3)nnc2-c2ccncc2)cc1	-1.8%

Further records
SMILES | ERK EGF block
CCOC(=O)N1CCN(c2cc(=O)n(Cc3ccc(F)cc3)c(=O)[nH]2)CC1 | 8.6%
COc1ccc(NC(=O)c2ccc3ccccc3n2)cc1S(=O)(=O)N1CCCCC1 | -0.2%
O=C(NC1CCCC1)c1n[nH]c2ccccc12 | -4.1%
O=C(O)c1cc2c(cc1Cl)N1CCCCCC1=NS2(=O)=O | -9.2%
O=S(=O)(CCN1CCSCC1)c1ccc(Cl)cc1 | -2.5%[57.5 µM]
COc1ccc([N+](=O)[O-])cc1NC(=S)NC(NC(C)=O)C(Cl)(Cl)Cl (stereo not drawn) | -7.4%[57.5 µM]
CC(C)(ONC(=O)Nc1ccccc1Cl)C(=O)O | -2.8%[57.5 µM]
Clc1ccccc1-c1nnc2sc(-c3ccccn3)nn12 | 3.3%
COc1cc2c(cc1OC)-c1cc(OCc3ccccc3Cl)nc(=O)n1CC2 | ?
CC(C)(C)NC(=O)c1cccc(NC(=O)Cc2ccc(Br)cc2)c1 | -2.9%
COc1ccc(OCc2nnc(SCC(=O)c3ccccc3)o2)cc1 | 8.1%
N=c1c2cn[nH]c2nc(SCC(=O)c2ccc(Br)cc2)n1-c1ccc(Br)cc1 | -3.6%
Cc1nn(C)c(C)c1/C=C(\C#N)C(N)=O | -0.8%
O=C1CCCc2c1nc(-c1ccc([N+](=O)[O-])cc1)n2O | -13.9%[57.5 µM]
CSC(=Nc1ccccc1)C1=C(O)COC1=O | -7.9%
Cc1ccc(/C=C/C(=O)OCC(=O)NC(C)C)o1 | -4.5%
CC(=O)c1ccc(N2CCN(C(=O)/C=C/c3ccc(S(=O)(=O)NCc4ccco4)cc3)CC2)cc1 | -3.5%
Cc1ccc(S(=O)(=O)CNC(=S)c2cccc(Cl)c2)cc1 | -5.7%
Cc1ccc(C(=O)N/N=C2\CC3CC=CC23)c(C)c1 (stereo not drawn) | 6.6%
CCCOC(=O)c1cccc(NC(=O)COc2ccc([N+](=O)[O-])cc2)c1 | ?
O=C(CSc1nc2ccccc2c(=O)n1-c1ccc(F)cc1)Nc1ccc2c(c1)CCC2 | -4.6%
Cc1cc(N)c2ccccc2n1 | 2.4%
COc1ccccc1CNCC(=O)NCc1ccc(C)cc1 | -5.4%
CSc1nc(N)c2ncn([C@@H]3O[C@H](COP(=O)(O)OP(=O)(O)OP(=O)(O)O)[C@H](O)[C@H]3O)c2n1 | -1.4%
COC(=O)c1sc(-c2ccc(Cl)cc2)cc1N | -7.6%[57.5 µM]
(more compounds)
SMILES | ERK EGF block
O=C(CCSc1ccccc1)N1CCN(c2ccccc2)CC1 | -5.8%
CCCn1cnc2scc(-c3ccc(C)cc3)c2c1=O | -5.8%
O=C(NC(=S)N1CCN(c2ccccc2)CC1)c1ccc(S(=O)(=O)N2CCOCC2)cc1 | -7.5%[57.5 µM]
CC(=O)N(c1ccc(Cl)cc1)c1cn(C(C)=O)c2ccccc12 | -9.0%
COc1cccc2cc(C(=O)N3C(C)CCCC3C)c(=O)oc12 (stereo not drawn) | 1.5%
CCOC(=O)C(CC(=O)O)NCc1ccco1 (stereo not drawn) | -7.1%[57.5 µM]
Cc1ccccc1-n1cnc2c(sc3nc(N4CCOCC4)c4c(c32)CCCC4)c1=O | 3.8%[57.5 µM]
Cc1cc2c(Nc3ccccc3)ncnc2s1 | 14.1µM*
Cc1c(C(=O)NNS(=O)(=O)c2ccccc2Cl)sc(=S)n1C | 1.5%
CCn1c(N2CCN(CC(=O)c3c(C)n(C)c4ccc(OC)cc34)CC2)nc2c1c(=O)[nH]c(=O)n2C | -6.8%[57.5 µM]
COC(=O)N/N=C/c1ccccc1OCCOc1ccc(OC)cc1 | 4.2%[57.5 µM]
Cc1ccc(NC(=O)c2ccc(S(=O)(=O)NCC3CCCO3)cc2)cc1C (stereo not drawn) | -13.9%
C=CCn1c(=O)c2ccc(C(=O)NCc3ccccc3)cc2n(Cc2ccc(C)cc2)c1=O | ?
CN(Cc1cccs1)C(=O)CSc1nc2ccccc2[nH]1 | 2.0%
Cn1cc(/C=C/C(=O)N2CCCC(C(=O)c3cccc(C(F)(F)F)c3)C2)cn1 (stereo not drawn) | ?
CCNS(=O)(=O)c1cc(OC)c(Cl)cc1OC | 14.0%
COc1ccc2nc(/C=N/NC(=O)CCNC(=O)OC(C)(C)C)ccc2c1 | 11.0%[57.5 µM]
CC(N)=NCCC[C@H](N)C(=O)O | 0.8%
COc1ccc(CN2CCN(CCCCOc3ccc(Cl)cc3)CC2)c(OC)c1OC | -3.1%
COC(=O)C1=C(CSc2nc3c(cc2C#N)CN(C)CC3)OC(N)=C(C#N)C1c1ccc(F)cc1 (stereo not drawn) | 4.6%
Nc1c(C(=O)O)cnc2c(-c3ccc(Cl)cc3)cnn12 | 7.1%
Cc1[nH]c(C(=O)N/N=C/c2ccc(C(=O)O)cc2)c(C)c1C(=O)N/N=C/c1ccc(C(=O)O)cc1 | 3.1%
O=C1Nc2ccccc2CCC1Sc1nnc(-c2ccc(Cl)cc2)s1 (stereo not drawn) | 0.7%
COc1ccc(NS(=O)(=O)c2cc(NC(=O)c3cc(=O)c4ccccc4o3)ccc2OC)cc1 | 16.6%
N#CC1=C(N)Nc2ncnn2C1c1ccc([N+](=O)[O-])cc1 (stereo not drawn) | 5.8%[57.5 µM]
(further entries)
SMILES | ERK EGF block
C=CCOc1cccc(/C=C2\C(=O)N(Cc3ccc(C)cc3)C(C)=C2C(=O)OC)c1 | -5.9%
COc1ccccc1CNc1ncnc2c1cnn2-c1ccccc1 | -4.9%[57.5 µM]
CCOC(=O)N1CCC(=NNC(=O)COc2cccc(C)c2)CC1 | 5.0%
COc1cc(NC(=O)c2ccc(F)cc2)c(OC)cc1Cl | -1.9%
CCC(=O)Nc1cccc(C2=NOC3(C2)C[C@@H](C(N)=O)N(C(=O)CC)C3)c1 (stereo partly drawn) | -7.7%[57.5 µM]
COc1cc(NC(=O)C2=C(N3CCOCC3)/C(=C\c3ccc(Br)cc3)CC2)cc(OC)c1OC | -7.5%
CCOC(=O)CSc1nn(-c2ccccc2)c(=S)s1 | -1.2%
C#CCOCCOCCOCCNc1nc(N2CCN(C(=O)[C@H](CCCCN)n3cc(C(N)CC(C)C)nn3)CC2)nc(N2CCN(C(=O)[C@H](CCC(=O)O)n3cc(C(N)[C@H](C)CC)nn3)CC2)n1 (stereo partly drawn) | -9.8%[57.5 µM]
COCCNC(=O)CSc1ncnc2sc(-c3ccccc3)cc12 | 8.2%[57.5 µM]
CCCCC1=NC2(CCCC2)C(=O)N1Cc1ccc(-c2ccccc2-c2nn[nH]n2)cc1 | ?
CCOc1ccc(C(CC(=O)O)NC(=O)c2cccs2)cc1 (stereo not drawn) | 3.1%
O=C(Nc1ccc(F)cc1)C(Sc1nnc2ccccn12)c1ccccc1 (stereo not drawn) | 2.8%
CC(C)[C@H](NS(=O)(=O)c1cccc(C(F)(F)F)c1)C(=O)OCC(N)=O | -7.3%
Nc1nc(C(=O)N2CCOCC2)nn1C(=O)c1ccc(Cl)cc1 | -2.4%
CCc1ccc(C(=O)OCC(=O)c2c(N)n(CC(C)C)c(=O)n(C)c2=O)cc1 | -3.0%
CN(CCC#N)c1ccc(/C=C(\C#N)c2ccccn2)cc1 | 0.4%
CCC1(C)Cc2c(C#N)c(N)n(-c3ccccc3)c(=S)c2CO1 (stereo not drawn) | 1.2%
COC(=O)c1cccc(NC(=O)NC(=O)c2ccccc2Cl)c1 | -2.2%[57.5 µM]
CCCNC(=O)c1ccccc1NS(=O)(=O)c1ccc(OC)c(OC)c1 | -2.5%
COC(=O)C(Cc1ccccc1)NC(=O)c1cccc(S(=O)(=O)N(C)C)c1 (stereo not drawn) | -1.2%
COc1ccccc1N1CCN(C(=O)c2ccc3[nH]c4c(c3c2)CCCC4)CC1 | 4.7%
O=C(Nc1sc(-c2ccccc2)cc1C(=O)O)c1ccccc1 | 3.4%[57.5 µM]
CCCNC(=O)OC[C@H]1O[C@H](CCO/N=C/C[C@@H]2C=C[C@H](OC(C)=O)[C@@H](COC(C)=O)O2)C=C[C@@H]1Oc1ccc(OC)cc1 | 11.4%
O=C(NC(Cc1ccccc1)C(=O)O)/C(=C/c1ccco1)NC(=O)c1cccc([N+](=O)[O-])c1 (stereo not drawn) | 1.8%[57.5 µM]
c1ccc(COC2CCCN(Cc3nc(-c4cccs4)no3)C2)nc1 (stereo not drawn) | -4.6%[57.5 µM]

Entries listed so far that contain a tert-butyl group, in the order listed:
SMILES | ERK EGF block
CC(C)(C)NC(=O)c1cccc(NC(=O)Cc2ccc(Br)cc2)c1 | -2.9%
COc1ccc2nc(/C=N/NC(=O)CCNC(=O)OC(C)(C)C)ccc2c1 | 11.0%[57.5 µM]

Filtered by structure: the entries above with a furan ring, fused or not.
SMILES | ERK EGF block
C/C(CCc1ccco1)=N\NC(=O)CNc1c(Br)cc(Br)cc1Br | 7.2%
Cc1ccc(/C=C/C(=O)OCC(=O)NC(C)C)o1 | -4.5%
CC(=O)c1ccc(N2CCN(C(=O)/C=C/c3ccc(S(=O)(=O)NCc4ccco4)cc3)CC2)cc1 | -3.5%
CCOC(=O)C(CC(=O)O)NCc1ccco1 (stereo not drawn) | -7.1%[57.5 µM]
O=C(NC(Cc1ccccc1)C(=O)O)/C(=C/c1ccco1)NC(=O)c1cccc([N+](=O)[O-])c1 (stereo not drawn) | 1.8%[57.5 µM]

(cont.)
SMILES | ERK EGF block
CC(=O)Oc1ccc(-c2ccc(C(=O)Nc3cccc(S(=O)(=O)N4CCOCC4)c3)cc2)cc1 | -4.0%
CCC(=O)NC(Nc1cc(C)cc(C)n1)(C(F)(F)F)C(F)(F)F | -6.5%
CCOC(=O)CSc1nnc(-c2ccc([N+](=O)[O-])cc2)o1 | 4.1%
COc1ccccc1NS(=O)(=O)c1cccc(NC(=O)Nc2cccc(Cl)c2)c1 | 12.5%
CCCCNC(=S)NNC(=O)c1csc(C)c1 | -5.2%
CCN(CC)CCCNC(=O)c1ccc2c(Cl)c3c(nc2c1)CCCC3 | 3.4%
CC1=[N+](C)c2ccc3ccccc3c2C1(C)C | 6.8%
COc1ccc(S(=O)(=O)N2CCCCC2)cc1NS(=O)(=O)c1ccccc1F | -2.8%
O=C(NN=C1CCN(Cc2ccccc2)CC1)C(O)c1ccccc1 (stereo not drawn) | 8.2%
COc1ccccc1-c1nnn(C/C(N)=N/O)n1 | 6.5%
O=C(NC1CCCCC1)C(c1ccccc1)N(Cc1ccco1)C(=O)Cn1cnc2ccccc21 (stereo not drawn) | 4.1%
O=C(NCCOCc1ccccc1)C(c1ccccc1)c1ccccc1 | 2.8%
CCOC(=O)c1c(-c2ccccc2)oc2ccc(O)c(CN3CCN(C)CC3)c12 | -5.2%
